Tn6 DDE FP: disrupts Tn6 cyclic peptide binding to fibrin D-Dimer-E complex | Fibrin DD(E) TRITC-Tn6 fluorescence polarization displacement | inhibition, % at 8.3 µM | 370,000 compounds, 0.21% hits | AID 720509;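 active = inhibition above a per-campaign cutoff: mean of compounds within control limits plus 3 SD, cut at about 15% in these data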;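 also: 0% = median of all compound wells on the plate and 100% = blocking peptide control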
KLK7 zymogen act: activates the human kallikrein-7 zymogen; activation, % at 7 µM; AID 652039; 370,000 compounds, 0.9% hits; purified proKLK7, EDANS-DABCYL substrate fluorescence; 100% is mature enzyme control, 0% vehicle; P49862;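 active = activation above the mean of all tested compounds plus 3 SD, computed per campaign excluding outliers beyond control limits, cut at about 13% in these data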
Target sequence (P49862 whole entry, looked up): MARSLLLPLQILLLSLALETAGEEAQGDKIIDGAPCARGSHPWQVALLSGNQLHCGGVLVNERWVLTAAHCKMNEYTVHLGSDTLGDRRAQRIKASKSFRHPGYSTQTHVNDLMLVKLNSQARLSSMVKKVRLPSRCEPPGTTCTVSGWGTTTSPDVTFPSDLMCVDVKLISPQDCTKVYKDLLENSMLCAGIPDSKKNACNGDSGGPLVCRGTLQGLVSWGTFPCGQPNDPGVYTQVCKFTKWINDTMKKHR
SIAE primary: inhibitors of human sialic acid acetylesterase SIAE | Q9HAT2 | SIAE FP-Rh probe binding, fluorescence polarization | inhibition, % at 9.66 µM | 370,000 compounds, 0.69% hits;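 active = inhibition above a cutoff: mean of compounds within the control limits plus 3 SD of those, cut at about 17% in these data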;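 also: 0% = plate median of compound wells and 100% = probe without SIAE protein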
Tn7 DDE FP: disrupts Tn7 cyclic peptide binding to fibrin D-Dimer-E complex; 370,000 compounds, 0.13% hits; inhibition, % at 8.3 µM; P02675; AID 720508; FP displacement of FITC-Tn7 peptide from fibrin DD(E); 0% = median of compound wells per plate;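 active = inhibition above the mean of compounds falling within the control limits plus 3 SD of them, cut at about 14% in these data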;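 also: 0% = plate median of compound wells and 100% = 10 µM Aha-Tn7 peptide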
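Assay system: Human fibrin DD(E) protein | Medium: Tris buffer with calcium and detergent, pH 7.8 | Reagent: 0.1 µM fluorescent Tn7 | Compound dosing: Single point at 8.3 µM | Times: 10 min preincubation, 3 h with tracer, room temperature | Detection: Fluorescence polarization of the labelled Tn7 tracer | Controls: Aha-Tn7 high control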
UHRF1 MBD2 ctr: UHRF1 methyl-DNA binding inhibition. Q96T88. UHRF1 binding to methylated oligo, TR-FRET. inhibition, % at 4.4 µM. 370,000 compounds, 0.75% hits. AID 687016; in the data active = inhibition above about 21%;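 also: UHRF1 SRA domain binding a hemimethylated CpG hairpin DNA probe; 0% = median of test compound wells and 100% = reference inhibitor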
PRMT1 inh: inhibitors of human PRMT1 | Q99873 | recombinant PRMT1, activity-based probe fluorescence polarization | inhibition, % at 2.79 µM | 370,000 compounds, 1.3% hits;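 active = inhibition above about 21% made by adding two undisclosed values, limit read from the data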
TCR-CD3 inh: blocks the human TCR-CD3 interaction; inhibition, % at 9.4 µM; TAMRA-labeled TCR probe fluorescence, biochemical; 360,000 compounds, 0.37% hits; AID 651800; in the data active = inhibition above about 19%;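 also: recombinant mutant TCR 2C K166C tagged with TAMRA read by polarization; 0% = receptor in buffer alone and 100% = receptor with positive control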
LEDGF integ inh: blocks HIV-1 LEDGF/p75-dependent DNA integration; 370,000 compounds, 0.64% hits; inhibition, % at 3.7 µM; TR-FRET IN-LEDGF/p75 DNA integration, Eu/Cy5;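 active = inhibition above the screen-wide mean plus 3 SD, cut at about 13% in these data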;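 also: signal is the Cy5 over europium emission ratio at 671 and 618 nm; 0% = plate median of compound wells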
TDP2 absorb: blocks human TDP2 phosphodiesterase activity. 370,000 compounds, 0.34% hits. AID 720702. recombinant TDP2, T5PNP hydrolysis, p-nitrophenol absorbance 415 nm. inhibition, % at 12.8 µM;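 active = inhibition above the mean of all tested compounds plus 3 SD, set per campaign, cut at about 25% in these data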;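 also: 0% = DMSO with enzyme and 100% = buffer with substrate but no TDP2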
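test system = human TDP2 enzyme | input = TDP2 enzyme at 120 nM final | medium = 50 mM Tris-HCl pH 7.5 with Mg2+, KCl, DTT, BSA | also added = T5PNP substrate, 5 mM | times = 2 h at 37 °C | technique = epi absorbance | benchmarks = high control without enzyme, low control DMSO plus TDP2 | replication = each compound tested once, singlicate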
MBD2 inh: blocks human MBD2 binding to methylated DNA | 370,000 compounds, 0.31% hits | AID 686964 | Q9UBB5 | TR-FRET, MBD2 binding to methylated oligonucleotide | inhibition, % at 4.4 µM; in the data active = inhibition above about 13%
Target sequence (Q9UBB5 whole entry, looked up): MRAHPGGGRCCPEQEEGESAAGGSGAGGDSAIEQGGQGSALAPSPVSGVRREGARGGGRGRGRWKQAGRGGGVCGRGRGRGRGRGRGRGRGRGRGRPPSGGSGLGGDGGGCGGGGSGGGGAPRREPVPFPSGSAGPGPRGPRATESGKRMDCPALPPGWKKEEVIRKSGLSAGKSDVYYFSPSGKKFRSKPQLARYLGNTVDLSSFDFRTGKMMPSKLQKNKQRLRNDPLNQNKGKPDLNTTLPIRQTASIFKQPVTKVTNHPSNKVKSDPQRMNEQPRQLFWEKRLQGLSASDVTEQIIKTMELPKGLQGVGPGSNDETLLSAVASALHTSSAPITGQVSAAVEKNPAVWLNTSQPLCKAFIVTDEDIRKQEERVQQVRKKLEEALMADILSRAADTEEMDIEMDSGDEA
* = called active by the depositor.

SMILES	Tn6 DDE FP	KLK7 zymogen act	SIAE primary	Tn7 DDE FP	UHRF1 MBD2 ctr	PRMT1 inh	TCR-CD3 inh	LEDGF integ inh	TDP2 absorb	MBD2 inh
COc1ccc(Cn2nnnc2C(c2cc3cccc(C)c3[nH]c2=O)N2CCN(C)CC2)cc1 (stereo unspecified)	2	0.2	5	-2	-2	-3	2	-1	7	3
CCOC(=O)CCCCC(=O)c1[nH]c(=O)[nH]c1CN1CCOCC1	2	-0.5	5	-5	-1	-1	0	17*	-2	-4
Cc1ccccc1NC(=O)C(=O)NCc1ccccn1	-3	0.4	6	-7	2	-3	4	3	2	0
CCOc1cc(N2CCOCC2)c(OCC)cc1NC(=O)Cn1cnc2c(=O)n(C)c(=O)n(C)c21	2	0.2	-1	-3	2	3	-4	-2	-2	0
N#Cc1nnn(Cc2ccccc2)c1N	4	0.4	2	6	-3	-2	4	-1	-12	1
O=C(CNC(=O)c1ccco1)NNC(=O)c1ccc(Br)cc1	5	0.1	5	2	1	1	2	-2	7	-2
C[C@@H]1CN([C@H](C)CO)C(=O)CCCn2nncc2CO[C@@H]1CN(C)C(=O)Nc1ccc(N2CCCCC2)cc1	-3	1.2	-2	-8	-2	1	-2	1	-3	-7
COc1ccc(/C=N/NC(=O)c2cc(C)on2)c2ccccc12	1	1.4	-1	-1	-3	2	-6	-5	-3	-1
CC(C)NC(=O)C(=O)NC1CCCCCC1	-4	0.1	1	-4	-3	0	3	-1	13	-7
Cc1ccc(-c2nnc(-c3cccc4ccccc34)o2)cc1	-2	-1.2	2	5	3	2	-10	-3	-1	1
CCCN(C(=O)CSc1nnc(-c2ccoc2C)n1N)C1CCS(=O)(=O)C1 (stereo unspecified)	-3	-0.2	-2	-5	5	-3	2	4	-11	1
COc1ccc(C(=O)N2CCC[C@H]2C(=O)N2CCC[C@@H]2C(=O)NCc2ccccc2)cc1F	0	0.0	-2	-5	-3	-1	-4	1	1	-2
COc1ccc(S(=O)(=O)NNC(=O)c2cc3ccccc3o2)cc1	-6	0.4	2	-2	9	-1	2	2	4	-1
COc1ccc(-c2nn(CC(=O)N(C)C)c(=O)c3ccccc23)cc1	-1	0.1	5	0	-2	-3	6	1	-1	-3
COc1ccc(CCNC(=O)CCCc2ccccc2)cc1	2	0.0	7	-1	-3	1	-3	1	1	-6

Compounds from the list above containing an aryl methoxy group:
SMILES	Tn6 DDE FP	KLK7 zymogen act	SIAE primary	Tn7 DDE FP	UHRF1 MBD2 ctr	PRMT1 inh	TCR-CD3 inh	LEDGF integ inh	TDP2 absorb	MBD2 inh
COc1ccc(Cn2nnnc2C(c2cc3cccc(C)c3[nH]c2=O)N2CCN(C)CC2)cc1 (stereo unspecified)	2	0.2	5	-2	-2	-3	2	-1	7	3
COc1ccc(/C=N/NC(=O)c2cc(C)on2)c2ccccc12	1	1.4	-1	-1	-3	2	-6	-5	-3	-1
COc1ccc(C(=O)N2CCC[C@H]2C(=O)N2CCC[C@@H]2C(=O)NCc2ccccc2)cc1F	0	0.0	-2	-5	-3	-1	-4	1	1	-2
COc1ccc(S(=O)(=O)NNC(=O)c2cc3ccccc3o2)cc1	-6	0.4	2	-2	9	-1	2	2	4	-1
COc1ccc(-c2nn(CC(=O)N(C)C)c(=O)c3ccccc23)cc1	-1	0.1	5	0	-2	-3	6	1	-1	-3
COc1ccc(CCNC(=O)CCCc2ccccc2)cc1	2	0.0	7	-1	-3	1	-3	1	1	-6

(cont.)
SMILES	Tn6 DDE FP	KLK7 zymogen act	SIAE primary	Tn7 DDE FP	UHRF1 MBD2 ctr	PRMT1 inh	TCR-CD3 inh	LEDGF integ inh	TDP2 absorb	MBD2 inh
Cc1ccnc(SCC(=O)N2CCN(C(c3ccccc3)c3ccccc3)CC2)n1	-4	-0.3	6	-11	-2	5	-2	0	5	3
FC(F)(F)c1cccc(CN2CCN(c3ncccn3)CC2)c1	-2	-0.2	-6	0	9	5	-4	3	3	8
Cc1oc2c(CN(C)C)c(O)ccc2c(=O)c1-c1cscn1	3	20*	9	8	4	-3	-4	0	38*	-3
COc1cccc(NC(=O)CN(C)C(=O)CC2CCCCC2)c1	3	-0.5	-4	-5	0	1	-1	-1	-8	-3
COc1cccc(C2Nc3ccccc3C(=O)N2Cc2ccccc2)c1 (stereo unspecified)	-1	-4.1	4	1	-1	0	-4	-4	3	3
Cc1ccc2sc(N(CCN(C)C)C(=O)c3ccc(S(=O)(=O)N4CC(C)OC(C)C4)cc3)nc2c1C (stereo unspecified)	-10	-0.1	-1	0	9	4	2	-5	8	4
CC(C)[C@H]1C(=O)Nc2ccccc2N1C(=O)N[C@@H](Cc1ccccc1)C(=O)N[C@@H](Cc1ccccc1)C(=O)O	-10	-0.1	4	0	1	1	8	3	1	-3
O=C(NCCc1ccccn1)c1c(-c2ccsc2)sc2ccccc12	-8	0.7	3	-4	0	0	-1	3	2	0
COc1ccc(/C=N/OCC(=O)N(Cc2ccc(OC)cc2)c2ccccc2C(=O)O)cc1	0	0.8	2	2	-2	-2	0	2	7	1
CCOCCCn1c(SCC(=O)NC2CCCC2)nc2ccccc2c1=O	2	0.5	-1	1	1	-4	3	3	11	1
O=c1c2ccccc2nc(COc2ccccc2)n1/N=C/c1cc([N+](=O)[O-])ccc1O	-1	0.1	20*	-5	-1	0	23*	0	-15	5
Cc1oc2c(c1C(=O)Nc1ccc(C(=O)O)cc1)CCCC2	0	0.1	1	1	1	-1	10	0	2	5
Cc1noc(C)c1C(=O)Nc1ccccc1N1CCCC1	3	0.5	-3	-11	-1	-5	2	-2	-9	-7
CC(C)(C)c1ccc(C(=O)NNc2cc(N3CCCCC3)nc(N3CCCCC3)n2)cc1	-6	-0.2	6	-6	-3	-5	-4	1	0	-4
Cc1ccc(NC(=O)CSc2nc3cc(C(=O)NCC4CCCO4)ccc3c(=O)n2CC2CCCO2)cc1 (stereo unspecified)	1	-0.2	-10	-4	-4	1	-1	3	-9	0
OC(CN1CCN(Cc2ccccc2)CC1)c1ccccc1 (stereo unspecified)	-4	0.2	5	-1	2	-3	5	1	6	-3
CCOC(=O)Cn1cnc([N+](=O)[O-])n1	3	0.5	2	5	-1	-5	-6	-2	4	-2
O=C(Cn1cnc2c(OCc3ccccc3)ncnc21)NCCCn1ccnc1	-2	0.1	-1	3	-1	4	7	2	6	-3
CCOc1ccc(CN2CCNC(=O)C2CC(=O)NCc2cc(C)n(C)n2)cc1 (stereo unspecified)	1	0.2	5	-2	2	5	-6	0	-8	2
CC1(C)CC(=O)c2cc(OCC(=O)N3CCCCCC3)ccc2O1	7	26*	-1	1	-2	-4	3	-5	-3	-3
COc1ccc(CC(=O)NCc2n[nH]c(=S)n2-c2ccc(Br)cc2)cc1	6	-0.1	-1	3	-1	0	5	2	14	-6
COc1ccc(NC(=S)NCc2ccc(Cl)cc2)c(OC)c1	1	1.0	13	-5	-3	-2	1	5	8	-4
CCC(=O)Nc1c2c(nn1-c1ccc(F)cc1)CS(=O)C2 (stereo unspecified)	6	-0.6	-3	-6	0	-1	7	4	0	-2
CCC(=O)Nc1ccc(C(=O)OCc2ccccc2)cc1	4	-0.9	-6	11	0	1	4	-1	4	-1
Cc1cccc(NC(=O)c2cccc([N+](=O)[O-])c2O)c1C	-3	0.1	-4	-9	2	0	9	5	-5	-4
CC(=O)Nc1ccc(NC(=O)CN(c2ccc(C34CC5CC(CC(C5)C3)C4)cc2)S(C)(=O)=O)cc1	-2	-0.1	-31	0	5	-5	-6	-1	2	3
CCOC(=O)/C(=N/Nc1ccc(Cl)cc1)S(=O)(=O)c1ccccc1	3	0.1	0	-4	0	0	-4	1	-1	4
CCOCc1c(C(=O)OCC(=O)Nc2ccc(C)c(S(=O)(=O)N(C)C)c2)oc2ccccc12	-2	0.6	-13	-8	0	2	5	2	0	4
c1cc2c3c(cccc3c1)C(N1CCCCCC1)=N2	-2	52*	2	4	1	0	-7	3	-6	-2
Cc1ccccc1NC(=S)NNC(=O)c1cccc(Br)c1	-5	0.7	2	-1	-2	6	-7	-11	-2	0
Cc1cc2nc(/C=C/c3nc4cc(C)c(C)cc4[nH]3)[nH]c2cc1C	1	-1.7	-4	-2	2	-1	-1	4	-16	1
CC(=O)Oc1c(C)c(OC(C)=O)c2c(c1C(C)=O)OC1CC(=O)C(C(C)=O)=C(O)C21C (stereo unspecified)	-9	-0.3	1	-5	0	6	-1	-3	4	9
COc1ccc(C2=C(C=O)Cc3ccccc3O2)cc1	7	0.1	4	-11	0	-5	2	0	-12	-6
COc1cc([N+](=O)[O-])ccc1NC(=O)CCS(=O)(=O)c1ccc2c(c1)n(C)c(=O)c(=O)n2C	-2	0.1	1	-5	-2	-3	7	2	-5	5
C=CCn1c(SCC(=O)Nc2nnc(CC)s2)nnc1-c1ccco1	4	-0.4	-2	7	-1	0	1	-2	3	0
Cc1ccc(F)cc1NC(=O)c1c(-c2ccccc2)noc1C	-2	-0.6	5	-3	2	5	-5	-1	2	2
Cc1ccc(NC(=O)C(C)OC(=O)Cc2c[nH]c3ccccc23)cc1 (stereo unspecified)	-9	0.8	-2	-1	4	5	-8	3	-9	8
COCCn1c(=NC(=O)c2ccc(S(=O)(=O)N3CCOCC3)cc2)sc2cc(S(N)(=O)=O)ccc21	-2	8.6	-10	-1	-1	0	7	2	3	3
